# High-throughput results deposited in PubChem BioAssay by National Center for Advancing Translational Sciences (NCATS).
# p53null 32C tox: p53 null cell cytotoxicity, permissive temperature; H1299-neo p53 null cells, ATP luminescence, 24 h, 32C; Potency, µM (titrated, usually from 46.1 µM), for the others: top-dose activity change, negative = cytotoxicity, actives largely listed as cytotoxic; 55,000 compounds, 0.62% hits; AID 903;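 also: 0% = DMSO only and -100% = full killing by 100 µM tamoxifen; nearly all actives have a fitted effect of over 55% in size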
#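 H1299-neo, 600 cells/well; overnight 37C; cpd up to 46 uM, 24 h at 32C; ATPlite luminescence after 20 min RT; normalized to DMSO (0%) and tamoxifen 100 uM (100% kill); Hill-fit AC50.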
# p53null 39C kill: p53 null cell cytotoxicity, nonpermissive temperature; H1299 p53-null (neo) cells, 39C, ATPlite viability, 24 h; Potency, µM (series often up to 46.1 µM), without a hit: at the highest dose activity, negative = cell killing, usual class: cytotoxic; 55,000 compounds, 0.97% hits; AID 904;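 also: 0% = DMSO only and -100% = full killing by 100 µM tamoxifen; nearly all actives have a fitted effect of over 50% in size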
#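 Luminescent ATP signal reported cell survival after H1299 lines (neo, p53 null; or p53 A138V) received up to 46 uM compound and 24 hr incubation at 39C.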
# An asterisk follows results filed as active; ? = inconclusive; [ ] = remark or other dose. Calls follow the shape of the dose curve; as a rule, active = well fitted cell-killing curve with a large enough effect; inconclusive = small, poorly fitted or top-dose-only effect; inactive = no such curve, though single readings can be large or run the other way. Potency is read from the fitted curve at half-maximal effect.
SMILES,p53null 32C tox,p53null 39C kill
CC1CCN(c2c(NCc3ccc(C(=O)N4c5ccccc5CC4C)cc3)c(=O)c2=O)CC1 (configuration not stated),8%,11%
Cn1ncc(Br)c1C(=O)N/N=C/c1ccc(OS(=O)(=O)c2ccccc2)cc1,1%,14%
CC(=O)c1ccc(NC(=O)c2cn(-c3ccccc3)nc2-c2ccncc2)cc1,4%,3%
O=C(CSc1ccc2nnc(-c3ccc(Cl)cc3)n2n1)N1CCCc2ccccc21,-1%,20%
COc1cccc(-c2nc(CS(=O)(=O)CC(=O)NCc3ccccc3OC)c(C)o2)c1,8%,18%
Cc1ccc(Cn2nnc3c(=O)n(CC(=O)NCc4ccco4)cnc32)cc1,4%,4%
CSc1nc2ccccc2n1CC(=O)Nc1c(C)cccc1C,-4%,-4%
CCOC(=O)C1C(=O)CC(C)(O)C(C(=O)OCC)C1c1ccccc1 (configuration not stated),-5%,?
CC1=NN(/C(=N\c2nnc(C)s2)Nc2ccc(C(C)(C)C)cc2)[C@H](c2ccc(C)cc2)S1,-3%,-19%
O=C(Nc1nnc(-c2ccccc2F)s1)C1CCCO1 (configuration not stated),-4%,-4%
c1ccc(-c2nc(NCc3ccco3)c3ccccc3n2)cc1,-12%,-29%
O=C(CN1C(=O)c2ccccc2S1(=O)=O)NCc1ccc2c(c1)OCO2,-1%,24%
CN(Cc1ccccc1)C(=O)c1cnc2n(c1=O)CCS2,9%,14%
Cc1ccc(C2Nc3ccc4ccccc4c3C3=C2C(=O)CC(C)(C)C3)o1 (configuration not stated),1%,16%
COCCn1c(SCC#N)nnc1-c1ccc(OC)cc1,-3%,10%
CN(CC(=O)Nc1ccccc1Oc1ccccc1)Cc1ccccc1F,0%,-11%
Nc1nnnn1/N=C/c1ccccc1OCc1ccc(Cl)cc1,5%,7%
CCOC(=O)n1c(=O)oc2ccc(Cl)cc21,-9%,27%
COc1ccc(NC(=O)c2ccc(COCC(F)(F)C(F)F)cc2)cc1OC,-20%,2%
COc1cc2c(cc1OC)C(SC)=NC(C)(C)C2,-6%,9%
O=C(NCCN1CCCCC1)c1ccco1,1%,21%
COc1cc(CC(=O)OCC(=O)Nc2cccc([N+](=O)[O-])c2)cc(OC)c1OC,-6%,8%
CN(c1ccccc1C(=O)N1CCN(c2ccccc2)CC1)S(C)(=O)=O,-4%,-2%
COc1ccccc1NC(=O)COc1ccccc1C(=O)c1cnn(-c2ccccc2)c1,-3%,-17%
N#CC1=C(N)C(C#N)(C#N)[C@H](c2ccncc2)[C@H]2CN(C(=O)OCc3ccccc3)CC=C12,13%,1%

# Continued, overlapping the part above by 2 compounds.
SMILES,p53null 32C tox,p53null 39C kill
COc1ccccc1NC(=O)COc1ccccc1C(=O)c1cnn(-c2ccccc2)c1,-3%,-17%
N#CC1=C(N)C(C#N)(C#N)[C@H](c2ccncc2)[C@H]2CN(C(=O)OCc3ccccc3)CC=C12,13%,1%
COc1cccc(C(C(=O)NC2CCCCC2)N(C(=O)c2ccco2)c2ccc(-n3cnnn3)c(C)c2)c1 (configuration not stated),3%,0%
COc1ccc(CCN2C(=O)C3CC=C(C)CC3C2=O)cc1OC (configuration not stated),0%,9%
COc1ccc(N2CC(C(=O)O)CC2=O)cc1 (configuration not stated),3%,-11%
Cc1cccc(C(=O)Oc2csc(=S)n2C(=O)c2cccc(C)c2)c1,-7%,2%
CCOC(=O)CSc1nc2ccc(C)cc2[nH]1,-3%,-3%
Cc1c(NC(=O)C(C)OC(=O)c2cc(-c3cccc4ccccc34)nc3ccccc23)c(=O)n(-c2ccccc2)n1C (configuration not stated),0%,13%[1.84 µM]
Cc1ccc(N2C(=O)[C@@H]3C(C(=O)CCN4C(=O)c5ccccc5C4=O)=NN[C@@H]3C2=O)cc1,6%,-7%
S=c1[nH]nc(COc2ccc(Cl)cc2)n1C1CCCCC1,-9%,-6%
Cc1cc(C(F)F)nn1CC(=O)NCc1ccc(Cl)cc1Cl,-14%,-16%
CC(=O)Nc1ccc(NC(=O)C(F)(F)F)cc1,12%,8%
c1ccc(CSc2nnc(-c3cccnc3)o2)cc1,-12%,-4%
CCCS(=O)(=O)N1CCN(S(=O)(=O)c2ccc(F)cc2)CC1,-1%,-9%
Cc1ccc(-n2c(=O)cc(N3CCCCCC3)[nH]c2=O)cc1,4%,19%
c1ccc(CNCc2ccc3c(c2)OCO3)nc1,-2%,-14%
O=C(Oc1c(Cl)cc(Cl)c2cccnc12)c1cccs1,-13%,9%
CCOc1ccc(C2Nc3cccc4cccc(c34)N2)cc1OC,-9%,-20%
COC(=O)C(O)(CC(=O)Nc1cc(Cl)ccc1Cl)C(F)(F)F (configuration not stated),1%,10%
CCOc1c(OC)cccc1C1CC(=O)Nc2cc(OC)c(OC)cc21 (configuration not stated),7%,16%
CN=c1sc(C(=O)Nc2cccc(Cl)c2)cc(=O)n1C,-14%,-13%
COc1ccc(C(=O)CC2OC(=O)c3ccccc32)cc1OC (configuration not stated),-20%,-7%
Cn1c(SCC(=O)Nc2ccc3nc(SCC(=O)NC4CC4)sc3c2)nnc1-c1ccccc1,-1%,1%
O=C(NNC1=NCCC1)c1cccc(S(=O)(=O)N2CCOCC2)c1,4%,12%
COc1ccc(-c2nnc(SCC(=O)N3CCCc4ccccc43)o2)cc1OC,6%,16%
CCN(CC)c1ccc2cc(-c3nc(-c4ccc(OC)cc4)cs3)c(=O)oc2c1,-3%,-7%
CC(=O)C(Sc1ccc2nnc(-c3ccncc3)n2n1)C(C)=O,7%,-1%
# (continued)
SMILES,p53null 32C tox,p53null 39C kill
COc1ccc(C2NC(=O)NC(C)=C2C(=O)OCc2ccc3c(c2)OCO3)cc1OC (configuration not stated),4%,-25%
COC(=O)C1=C(C)NC(=O)C1(NC(=O)c1cccnc1)C(F)(F)F (configuration not stated),6%,9%
COc1cccc(-n2nnc3c(=O)n(Cc4c(F)cccc4Cl)cnc32)c1,1%,-21%
Cc1csc2nc(CNS(=O)(=O)c3ccc(-c4ccccc4)cc3)cn12,2%,23%
O=C(CCn1c(=O)oc2ccccc21)NCc1cccs1,-2%,-4%
C=CCn1c(=N)c(C#N)cc2c(=O)n3ccccc3nc21,-4%,4%
COc1ccc(Cl)cc1NC(=O)C1CCCN(S(=O)(=O)c2cccc3nonc23)C1 (configuration not stated),7%,24%
COc1ccc(NC(=O)C(C)NS(=O)(=O)c2ccc(NC(C)=O)cc2)cc1Cl (configuration not stated),9%,3%
COc1ccc(C(=O)NCc2nnc(SC)n2C2CCCCC2)cc1,3%,2%
CCc1ccc2nc(NC(=O)CSCc3c(C)noc3C)sc2c1,-14%,-23%
CCON1C(=O)CN(C(=O)OC)C1c1ccc(Cl)cc1Cl (configuration not stated),-8%,-5%
CC(=O)c1ccc(-n2c(SCC(=O)c3c[nH]c4ccccc34)nc3ccccc3c2=O)cc1,-5%,-32%
COc1ccccc1NC(=O)N1CCC(c2nc3cc(C)c(C)cc3[nH]2)CC1,-22%,?
O=C(NNC(=O)[C@@H]1CCCC[C@@H]1C(=O)O)c1cccs1,-5%,20%
O=C(/C=C/c1ccccc1)N1CCN(C(=O)c2ccco2)CC1,8%,9%
O=C(Nc1cc(S(=O)(=O)Nc2ccc(Cl)cc2)ccc1N1CCCCC1)c1ccc(F)cc1,4%,15%[1.84 µM]
COc1ccccc1Nc1nc(N)nc(CN2CCc3ccccc3C2)n1,-6%,-8%
CCc1nnc(NC(=O)C2c3ccccc3Oc3ccccc32)s1,-1%,-2%
N#CC1=C(N)N2C(=C(C#N)C1c1cccc(Br)c1)Nc1ccccc12 (configuration not stated),-5%,3%
C=CCNC(=O)/C(C#N)=C\c1cc(Cl)c(OCC)c(OC)c1,-13%,-2%
COc1ccc(O)c(C(=O)c2cnc3nc4ccccc4n3c2)c1,9%,-2%
Cn1cccc1/C=C1\SC(=O)N(c2ccccc2)C1=O,-8%,-6%
CCN(CC)C(=O)COc1cc(C)c(Cl)c(C)c1,-5%,-11%
CCCOc1ccc(C(=O)Nc2ccc(N3CCN(C(C)=O)CC3)cc2)cc1,10%,-1%
OC1(c2cccc(C(F)(F)F)c2)CCN(c2ccc(-c3ccccc3)nn2)CC1,-2%,48%
# Next part
SMILES,p53null 32C tox,p53null 39C kill
Cc1onc(-c2ccccc2)c1C(=O)Nc1ccc(OC(C)C)cc1,-2%,11%
O=C(COc1ccccc1)NCC1CCCO1 (configuration not stated),13%,27%
COc1ccc(OC)c2c1CCC2=O,-12%,-1%
CCC(=O)n1nc(-c2ccc(OC)cc2)nc1SC,-4%,16%
CC1(C)Cc2noc(N)c2C(C)(C)N1O,7%,-3%
O=C(Cn1c(=O)[nH]c2ccsc2c1=O)N1CCN(c2ccc(F)cc2)CC1,-1%,7%
CCN(CC)S(=O)(=O)c1ccc(OC)c(NC(=O)c2cc3c(=O)n4ccccc4nc3s2)c1,4%,19%
COc1ccc(NC(=O)C2CCCN(C)C2)cc1OCC(C)C (configuration not stated),4%,3%
Cc1cccc(C2Nc3ccccc3C(=O)N2c2ccc(F)cc2)n1 (configuration not stated),0%,7%
COc1ccccc1NC(=O)CCN1CC(C)OC(C)C1 (configuration not stated),-4%,12%
CCc1c(C)nc2cc(-c3cc(OC)cc(OC)c3)nn2c1N1CCN(CCN2CCOCC2)CC1,6%,-5%
CCOC(=O)C1C(=O)CC(C)(O)C(C(=O)OCC)C1c1ccc(N(CC)CC)cc1 (configuration not stated),3%,-6%
CC(C)c1nnc(N2C(=O)c3oc4ccccc4c(=O)c3C2c2ccco2)s1 (configuration not stated),-4%,0%
O=C(O)c1cnn(-c2ccccc2)c1-n1cccc1,4%,-10%

# Arranged by number of heavy atoms (low to high): 21 of the compounds above.
SMILES,p53null 32C tox,p53null 39C kill
O=C(NCCN1CCCCC1)c1ccco1,1%,21%
CCOC(=O)CSc1nc2ccc(C)cc2[nH]1,-3%,-3%
c1ccc(CNCc2ccc3c(c2)OCO3)nc1,-2%,-14%
c1ccc(CSc2nnc(-c3cccnc3)o2)cc1,-12%,-4%
O=C(Oc1c(Cl)cc(Cl)c2cccnc12)c1cccs1,-13%,9%
CN(Cc1ccccc1)C(=O)c1cnc2n(c1=O)CCS2,9%,14%
Cc1ccc(-n2c(=O)cc(N3CCCCCC3)[nH]c2=O)cc1,4%,19%
Nc1nnnn1/N=C/c1ccccc1OCc1ccc(Cl)cc1,5%,7%
COc1ccc(CCN2C(=O)C3CC=C(C)CC3C2=O)cc1OC (configuration not stated),0%,9%
Cc1cccc(C2Nc3ccccc3C(=O)N2c2ccc(F)cc2)n1 (configuration not stated),0%,7%
CN(c1ccccc1C(=O)N1CCN(c2ccccc2)CC1)S(C)(=O)=O,-4%,-2%
COc1ccccc1Nc1nc(N)nc(CN2CCc3ccccc3C2)n1,-6%,-8%
COc1ccccc1NC(=O)N1CCC(c2nc3cc(C)c(C)cc3[nH]2)CC1,-22%,?
CCN(CC)c1ccc2cc(-c3nc(-c4ccc(OC)cc4)cs3)c(=O)oc2c1,-3%,-7%
CCOC(=O)C1C(=O)CC(C)(O)C(C(=O)OCC)C1c1ccc(N(CC)CC)cc1 (configuration not stated),3%,-6%
COc1cccc(-c2nc(CS(=O)(=O)CC(=O)NCc3ccccc3OC)c(C)o2)c1,8%,18%
Cc1ccc(N2C(=O)[C@@H]3C(C(=O)CCN4C(=O)c5ccccc5C4=O)=NN[C@@H]3C2=O)cc1,6%,-7%
CC1CCN(c2c(NCc3ccc(C(=O)N4c5ccccc5CC4C)cc3)c(=O)c2=O)CC1 (configuration not stated),8%,11%
Cn1c(SCC(=O)Nc2ccc3nc(SCC(=O)NC4CC4)sc3c2)nnc1-c1ccccc1,-1%,1%
CCc1c(C)nc2cc(-c3cc(OC)cc(OC)c3)nn2c1N1CCN(CCN2CCOCC2)CC1,6%,-5%
COc1cccc(C(C(=O)NC2CCCCC2)N(C(=O)c2ccco2)c2ccc(-n3cnnn3)c(C)c2)c1 (configuration not stated),3%,0%

# Not all compounds are listed, so the mix of outcomes need not match the whole.
